# From PubChem
# Giardia FBPA inh: blocks Giardia fructose-bisphosphate aldolase activity | A8B2U2 | purified Giardia FBPA | Potency, µM (series often up to 59.6 µM), for the others: at the top dose activity, negative = inhibition, actives largely listed as inhibitors | 0.71% of 290,000 active; active = well fitted inhibition curve with a large enough effect; inconclusive = small, poorly fitted or top-dose-only effect, or effect the other way; note: nearly all actives have a fitted effect of over 55% in size
# Target sequence (A8B2U2 whole entry, looked up): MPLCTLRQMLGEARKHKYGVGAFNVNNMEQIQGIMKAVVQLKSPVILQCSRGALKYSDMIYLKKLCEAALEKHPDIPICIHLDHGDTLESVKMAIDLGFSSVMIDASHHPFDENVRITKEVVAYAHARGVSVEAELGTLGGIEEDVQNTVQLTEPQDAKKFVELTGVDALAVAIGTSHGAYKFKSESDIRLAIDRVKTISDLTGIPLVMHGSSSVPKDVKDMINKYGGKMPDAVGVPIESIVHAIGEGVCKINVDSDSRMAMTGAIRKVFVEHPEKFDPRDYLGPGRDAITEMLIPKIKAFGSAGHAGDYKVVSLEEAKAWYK
#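 40 nM FBPA preincubated 10 min at RT with compound (up to 57.5 uM final), then substrate plus GAPDH/TPI/NAD/arsenate coupling and diaphorase/resazurin added. Fluorescence read after 20 min at RT, 525/598 nm.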
# * = called active by the depositor; ? = inconclusive; & = joins results of further samples; ! = a repeat was not active; [ ] = dose if it differs, or a comment. % is set by controls: 0 for no effect and ±100 for the full control effect; potency is the fitted concentration of half-maximal effect.
# Preview (6 entries):
SMILES,Giardia FBPA inh
C=C(C)C1CNC(C(=O)O)C1CC(=O)O (stereo unspecified),-17%
CC#CC(=O)Nc1cc2c(Nc3ccc(F)c(Cl)c3)ncnc2cn1,?
COc1ccc(CNc2ccnc(-c3ccc4c(c3)OCO4)n2)c(OC)c1,-13%
CN1CCN(c2ccnc(-c3cccnc3)n2)CC1,1%
CCCCc1nc2c(c3c1C[C@H](C)OC3)CN(C(=O)c1cccnc1)CC2,0%[12.9 µM]
CCOC(=O)N1C(C)CN(/[N+]([O-])=N/Oc2ccc([N+](=O)[O-])cc2[N+](=O)[O-])CC1C (stereo unspecified),10%

# Main list (from the top)
SMILES,Giardia FBPA inh
C=C(C)C1CNC(C(=O)O)C1CC(=O)O (stereo unspecified),-17%
CC#CC(=O)Nc1cc2c(Nc3ccc(F)c(Cl)c3)ncnc2cn1,?
COc1ccc(CNc2ccnc(-c3ccc4c(c3)OCO4)n2)c(OC)c1,-13%
CN1CCN(c2ccnc(-c3cccnc3)n2)CC1,1%
CCCCc1nc2c(c3c1C[C@H](C)OC3)CN(C(=O)c1cccnc1)CC2,0%[12.9 µM]
CCOC(=O)N1C(C)CN(/[N+]([O-])=N/Oc2ccc([N+](=O)[O-])cc2[N+](=O)[O-])CC1C (stereo unspecified),10%
C=CCOC(=O)N[C@H](/C(C(=O)OC)=C(\C)NCc1ccccc1)c1cccc(C(F)(F)F)c1,1%
CN1CCN(c2ncnc3ccc(-c4cccc(C#N)c4)cc23)CC1,-2%
COc1cc(CN2CCN(CCCSc3cc(C(C)(C)C)c(O)c(C(C)(C)C)c3)CC2)cc(OC)c1OC,-11%
COC(=O)C1(CC(C)C)C=C2C(=C(C(C)C)C(=O)C2C)CN1 (stereo unspecified),-10%
COc1ncc2nc(-c3ccc(Cl)cc3)c(=O)n(-c3ccccc3)c2n1,5%
O=C(c1cc(C(F)(F)F)cc(C(F)(F)F)c1)N1CCC2(CC1)CCN(c1ccccn1)CC2,-3%
FC(F)(F)c1ccccc1-c1cncnc1NCc1cccs1,11%
COc1cccc2c1C(=O)c1c(O)c3c(c(O)c1C2=O)C[C@](O)(C(=O)CO)C[C@H]3O[C@@H]1C[C@H](N)[C@H](O)[C@H](C)O1,-16%[21.7 µM]
CC(C)[C@H](NC(=O)[C@H](CC(=O)O)NC(=O)CNC(=O)[C@@H](N)CCCN=C(N)N)C(=O)O,-22%
COC(=O)c1ccc(C(NC(=O)OCc2ccccc2)/C(I)=C/[C@@H](C)C(=O)Nc2ccccc2)cc1 (stereo partly specified),-8%
CC(=O)OC1CC2C(C)(C)C(O)CCC2(C)C2CC[C@]3(C)C(=CC(=O)OC3c3ccoc3)C12C (stereo partly specified),1%
CN(C)c1ncc2nc(-c3ccccc3)c(=O)n(C[C@H]3CCCO3)c2n1,-20%
C[C@@H]1C[C@@H](O)[C@@]2(O)[C@]13CC(=O)OC[C@]2(C)[C@@](C)(O)C(=O)C3,7%
CC(C)NC[C@H]1CCc2cc(CO)c([N+](=O)[O-])cc2N1,-1%[21.7 µM]
ClCC1C(CCl)C2(Cl)C(Cl)=C(Cl)C1(Cl)C2(Cl)Cl (stereo unspecified),2%
COc1cccc(Cn2c(=O)c(C)nc3cnc(Oc4ccccc4)nc32)c1,-27%
FC(F)(F)c1ccccc1-c1ccc2ncnc(NCc3cccnc3)c2c1,0%
CCCCCCCCCCCCCCC[C@@H](O)[C@@H](N)COP(=O)(O)O,0%
COC(=O)c1nnc(N[C@@H](Cc2c[nH]c3ccccc23)C(=O)OC)nc1C(=O)OC,-4%
SMILES,Giardia FBPA inh
C[C@H]1Cc2c(-c3ccccc3)nc3c(c2CO1)CN(C(=O)Cc1cccs1)CC3,5%[12.9 µM]
O=C(O)CN(CCN(CC(=O)O)CC(=O)O)CCN(CC(=O)O)CC(=O)O,7.9µM*!
CCOC(=O)C1=C(C)NC(=S)NC1c1cccc(O)c1 (stereo unspecified),1%&-3%&3%
CCC1=CC2CN3CCc4c([nH]c5ccccc45)[C@@](C(=O)OC)(C2)[C@@H]13,-15%
O=C(c1ccco1)N1CCC2(CC1)CN(C(c1ccccc1)c1ccccc1)C2,9%
Cc1ccc2nc3sc(=O)sc3nc2c1,?
C[N+]1(C)CCC[C@H]1C(=O)[O-],-2%
CCCCC/C=C\C/C=C\C=C\[C@@H](O)C/C=C\CCCC(=O)O,4%
CNc1ccc(-c2nc3ccccc3s2)cc1,-17%
O=C(O)C1=CC(O)[C@@H](O)C(O)C1 (stereo partly specified),1%
CC(C)[C@H](CO)Nc1nc(Nc2cc(N)cc(Cl)c2)c2ncn(C(C)C)c2n1,-7%
C[C@@H]1O[C@H](O[C@@H]2[C@H](C)O[C@H](O[C@@H]3[C@H](C)O[C@H](O[C@H]4CC[C@]5(C)[C@@H](CC[C@@H]6[C@H]5C[C@@H](O)[C@]5(C)[C@@H](C7=CC(=O)OC7)CC[C@]65O)C4)C[C@@H]3O)C[C@@H]2O)C[C@H](O)[C@@H]1O,0%[21.7 µM]
c1nc2nc(Nc3ccc(N4CCOCC4)cc3)nc(NC3CCCCC3)c2[nH]1,-6%
COc1ccc2c3c1O[C@H]1C[C@H](O)C=C[C@@]31CCN(C)C2,8%
Cc1ccccc1-c1cc(N2CCN(C)CC2)ncn1,5%
COC(=O)NC(c1ccccc1)C(C(=O)OC)C(=O)OC (stereo unspecified),2%[12.9 µM]
CCN1C[C@@]2(COC(=O)c3ccccc3N3C(=O)CC(C)C3=O)CC[C@H](OC)[C@]34C5C[C@@H]6[C@@H](OC)C[C@@](O)(C5[C@H]6OC)[C@@](O)(C13)[C@@H](OC)C24 (stereo partly specified),7%
CCCCCCCCCCCCCCC[C@@H](O)[C@H](CO)NC(=O)CCCCCCC,-3%
CC1O[C@@H](OC2CC(O)[C@@]3(CO)C4C(O)C[C@@]5(C)C(C6=CC(=O)OC6)CC[C@]5(O)C4CC[C@]3(O)C2)C(O)C(O)C1O (stereo partly specified),7%
CC[C@@H]1CN2CCc3cc(OC)c(OC)cc3[C@H]2C[C@@H]1C[C@@H]1NCCc2cc(O)c(OC)cc21,-3%[21.7 µM]
C#CCCCO/N=C1/C[C@@H](O)[C@@H](O)[C@@H]2[C@@H]3C(=O)N([C@@H](C)c4ccccc4)C(=O)[C@H]3CC[C@@H]12,3%[12.9 µM]
COc1ccc2c(c1)C(=O)[C@@H](OC(=O)NCc1ccco1)[C@H](c1ccc(OC)c(Br)c1)O2,4%
CCCCC/C=C\C/C=C\C/C=C\CCCCC(N)=O,2%
C#C[C@]1(O)CC[C@@H]2[C@H]3CCC4=CCCC[C@@H]4[C@@H]3CC[C@@]21C,4%[21.7 µM]
COC(=O)N1CCC2(CC1)CCN(c1ccccc1)CC2,6%
SMILES,Giardia FBPA inh
CN1C(=O)OC(C)(C)C1=O,5%[21.7 µM]
Cc1nc2cnc(N3CCN(C)CC3)nc2n(C[C@H]2CCCO2)c1=O,0%
Cc1ccccc1-c1cc(N(C)C)ncn1,1%
C=CCN1CCc2cccc3c2C1Cc1ccc(O)c(O)c1-3 (stereo unspecified),?
COC(=O)C(O)C(O)(CCC(C)C)C(=O)OC1C(OC)=CC23CCCN2CCc2cc4c(cc2C13)OCO4 (stereo unspecified),2%
Cn1cccc1C(=O)N1CCC[C@@]2(CCN(c3ccccc3)C2)C1,-9%
Cc1nc2cnc(Nc3ccccc3)nc2n(Cc2ccc(F)cc2)c1=O,-3%
COc1ccc(/C=C/C2=CC3(C)CC2(C)C(c2ccc(OC)cc2)CC3=O)cc1 (stereo unspecified),3%[12.9 µM]
COCCNC(=O)C1(CC(C)C)C=CCN1C(C)=O (stereo unspecified),1%
COc1ccc(NC(=O)N2CC[C@@]3(CCCN(C(=O)Oc4ccccc4)C3)C2)cc1,-7%
O=C(O)c1sccc1S(=O)(=O)Nc1ccc(Cl)cc1,-4%
O=C1C=CC(=O)c2c(O)cccc21,?
CC(=O)N1CCC2(CCCN(Cc3ccccc3)C2)CC1,0%
c1ccc2oc(C3=NCCN3)cc2c1,-7%
CCCCCCCC/C=C\C/C=C\C/C=C\CCCC(=O)NCCO,-1%
CC(C)C[C@@H](CC(=O)N[C@H](CC(=O)N[C@@H]1CCNC[C@H]1C(=O)N[C@H](CC(=O)N[C@@H](CCC(=O)O)CC(=O)O)Cc1c[nH]c2ccccc12)C(C)C)NC(=O)[C@@H]1CCCC[C@H]1N,?
CCCCC/C=C\C/C=C\CCCCCCCC(=O)NCCc1ccc(O)c(O)c1,0%
COc1cccc(-c2cncnc2NC2CCNCC2)c1,-13%
C[C@@H](CCc1ccccc1)NC[C@H](O)c1ccc(O)c(C(N)=O)c1,5%[21.7 µM]
C[C@@H](C(=O)Nc1ccc2ccccc2c1)[C@@H]1C[C@@]1(C)[C@@H](NC(=O)c1ccncc1Cl)c1ccccc1,-3%
COc1ccc(OC2C=CC(C#Cc3ccc(C(C)(C)C)cc3)OC2CO)cc1 (stereo unspecified),-13%[12.9 µM]
CC(=O)N(OCc1ccccc1)[C@@H]1c2cc(C#N)ccc2OC(C)(C)[C@H]1O,-1%
COc1cccc(-c2nc(NCc3ccccc3)c3ccccc3n2)c1,1%
O=c1c(-c2ccc(O)cc2)coc2cc(O[C@@H]3O[C@H](CO)[C@@H](O)[C@H](O)[C@H]3O)cc(O)c12,-3%
CC(=O)OC[C@@]1(O)C[C@@]23CC[C@@H]4c5ccoc5CC[C@@]4(C)[C@@H]2CCC1C3,6%

# Single entries from the results shown.
# COc1cccc(-c2cncnc2NC2CCNCC2)c1 – Giardia FBPA inh = -13%
# COc1cccc(-c2nc(NCc3ccccc3)c3ccccc3n2)c1 – Giardia FBPA inh = 1%
# C[C@@H](C(=O)Nc1ccc2ccccc2c1)[C@@H]1C[C@@]1(C)[C@@H](NC(=O)c1ccncc1Cl)c1ccccc1 – Giardia FBPA inh = -3%
# COCCNC(=O)C1(CC(C)C)C=CCN1C(C)=O (stereo unspecified) – Giardia FBPA inh = 1%
# Cc1nc2cnc(N3CCN(C)CC3)nc2n(C[C@H]2CCCO2)c1=O – Giardia FBPA inh = 0%

# Reprinted at random: 7 entries already listed.
SMILES,Giardia FBPA inh
CC(=O)N(OCc1ccccc1)[C@@H]1c2cc(C#N)ccc2OC(C)(C)[C@H]1O,-1%
O=c1c(-c2ccc(O)cc2)coc2cc(O[C@@H]3O[C@H](CO)[C@@H](O)[C@H](O)[C@H]3O)cc(O)c12,-3%
COC(=O)C(O)C(O)(CCC(C)C)C(=O)OC1C(OC)=CC23CCCN2CCc2cc4c(cc2C13)OCO4 (stereo unspecified),2%
C[C@@H](CCc1ccccc1)NC[C@H](O)c1ccc(O)c(C(N)=O)c1,5%[21.7 µM]
COc1ccc(OC2C=CC(C#Cc3ccc(C(C)(C)C)cc3)OC2CO)cc1 (stereo unspecified),-13%[12.9 µM]
CCCCCCCC/C=C\C/C=C\C/C=C\CCCC(=O)NCCO,-1%
CCC1=CC2CN3CCc4c([nH]c5ccccc45)[C@@](C(=O)OC)(C2)[C@@H]13,-15%

# Going on with the list:
SMILES,Giardia FBPA inh
COc1ccc(C2=Nn3c(nnc3-c3cc(OC)ccc3OC)SC2)c(OC)c1,-2%
N[C@H](CCC(=O)NCC(=O)O)C(=O)O,-24%&-4%
CO[C@H]1COC(=O)C/C=C\[C@H](C)COC(=O)[C@@H](OCc2ccccc2)/C=C\[C@@H]1C,1%[12.9 µM]
COc1ccc2[nH]cc(CCNc3ccnc(-c4cccc(C#N)c4)n3)c2c1,-11%
Cc1cccc(CNc2cc(-c3c(C)noc3C)ncn2)c1,4%
COc1cccc([C@@H]2Oc3ccc(Br)cc3C(=O)[C@H]2OC(=O)NS(=O)(=O)c2ccc(F)cc2)c1,4%
CC1(C)[C@H](C(=O)O[C@H](C#N)c2cccc(Oc3ccccc3)c2)[C@@H]1C=C(Br)Br,1%
CCCC[C@@H]1C[C@H]1C(NC(=O)c1cccs1)c1ccccc1C(F)(F)F (stereo partly specified),-8%
C[C@H](NC(=O)Cc1cc(F)cc(F)c1)C(=O)N[C@@H](C(=O)OC(C)(C)C)c1ccccc1,0%
Cc1nc(NC2CCCCC2)c2nc(-c3ccccc3)n(CCN3CCCCC3)c2n1,4%
Cc1noc(C)c1C(=O)N1CCC2(CCCN(Cc3nccs3)C2)CC1,5%
COc1ccc(-c2ccc(F)cc2)cc1C1C2C=CCC(C)C2C(=O)N1Cc1ccccc1 (stereo unspecified),-2%
CNc1ncnc2c1ncn2[C@@H]1O[C@H](CO)[C@@H](O)[C@@H]1O,1%[21.7 µM]
C=CCC1(c2ccccc2)Oc2ccc(C)cc2-c2nc3cc(Cl)c(Cl)cc3nc21 (stereo unspecified),-4%[12.9 µM]
CC#CCN1c2ccccc2[C@]23C[C@@H](C(=O)OC)N(S(=O)(=O)c4ccc(C(F)(F)F)cc4)C2=NC(C(=O)OC)=C(C(=O)OC)[C@H]13,0%[12.9 µM]
Cc1noc(C)c1-c1nc(N(C)Cc2ccco2)c2ccccc2n1,-5%
COc1ccc(-n2c(=O)c(-c3cccc(F)c3)nc3cncnc32)cc1,-1%

# Only part of the results is shown; the hit share may differ from the screen's.
